NPY-Y1 PAM-ag = NPY-Y1 receptor potentiators or agonists, primary screen, cell-based | Neuropeptide Y receptor type 1 (Homo sapiens), P25929 | NPY-Y1 expressing cells, potentiator/agonist activation | activation, % at 3.6 µM | 220,000 compounds, 0.37% hits; in the data active means activation above about 33%, passing the limit was not always enough;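 further: cells stimulated with NPY at EC10 then isoproterenol at EC100; 0% = low agonist plus stimulus and 100% = saturating agonist plus stimulus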
CHOP inhibitor = inhibitors of CHOP promoter induction, primary screen, cell-based, unfolded protein response, luciferase reporter. CHO-K1 CHOP-promoter luciferase, tunicamycin-induced, 15-18 h. AID 2732, 2010. 220,000 compounds, 3.8% hits. inhibition, % at 10 µM;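 active means compounds that reduced the stress-induced luciferase reporter signal by more than about 70% of percent inhibition, limit read from the data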;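 further: 0% = tunicamycin plus vehicle and 100% = wells without tunicamycin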
TRPN1 ag = zebrafish TRPN1 channel agonists, primary screen, cell-based, HEK293, calcium fluorescence; HEK293 zebrafish TRPN1-YFP, Fluo-8 calcium fluorescence; 100% = response to 87 µM carbachol; transient receptor potential cation channel N1 (TRPN1/NompC), Danio rerio; 220,000 compounds, 0.18% hits; activation, % at 3 µM;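 active means activation above its plate's cutoff, the mean activation of test wells on that plate plus 3 SD, cut at about 19% in these data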;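 further: 0% = DMSO alone and 100% = 87 µM carbachol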
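Material – zebrafish TRPN1-YFP in HEK293 cells · Doses – 3 µM single point · Schedule – dye 1 h 37 °C plus 30 min RT · Signal – Fluo-8 calcium fluorescence, excitation 470-495 nm, emission 515-575 nm · Read-out – % activation versus carbachol response · Control set – carbachol high, DMSO low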
EP2 mod = EP2 receptor modulators, cAMP readout, primary screen, cell-based, HTRF cAMP, PGE2 stimulation; Prostaglandin E2 receptor EP2 subtype (Homo sapiens), P43116; EP2-expressing cells, cAMP HTRF FRET, PGE2 co-stimulation; induction, % at 25 µM; 260,000 compounds, 0.83% hits; AID 940, 2007;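 active means compounds whose cAMP rise, as percent of the full-agonist control response, exceeds 60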;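 further: rat C6 glioma line stably carrying human EP2 under a CMV promoter; the protocol text gives 20 µM as final concentration; 100% = response of wells given 1 µM PGE2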
Target sequence (P43116 whole entry, looked up): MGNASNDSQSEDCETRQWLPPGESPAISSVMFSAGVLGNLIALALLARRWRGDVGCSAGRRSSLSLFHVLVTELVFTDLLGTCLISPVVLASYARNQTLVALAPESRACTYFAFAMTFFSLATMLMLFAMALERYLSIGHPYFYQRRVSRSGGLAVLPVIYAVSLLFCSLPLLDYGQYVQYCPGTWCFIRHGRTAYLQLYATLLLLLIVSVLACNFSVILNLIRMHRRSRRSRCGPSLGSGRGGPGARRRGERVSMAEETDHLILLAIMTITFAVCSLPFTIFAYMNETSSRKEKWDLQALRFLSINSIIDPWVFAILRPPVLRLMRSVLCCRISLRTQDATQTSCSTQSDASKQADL
TRPML3 ag = human TRPML3 channel agonists, primary screen, cell-based, HEK293 TRPML3-YFP, Fluo-8 calcium fluorescence, 3 µM; Mucolipin-3 (Homo sapiens), Q8TDD5; 100% = the carbachol control signal; activation, % at 3 µM; 220,000 compounds, 0.29% hits;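 active means activation above its plate's cutoff, the mean activation of the plate's test wells plus 3 SD, cut at about 12% in these data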;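 further: 0% = DMSO only wells and 100% = carbachol wells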
Target sequence (Q8TDD5 whole entry, looked up): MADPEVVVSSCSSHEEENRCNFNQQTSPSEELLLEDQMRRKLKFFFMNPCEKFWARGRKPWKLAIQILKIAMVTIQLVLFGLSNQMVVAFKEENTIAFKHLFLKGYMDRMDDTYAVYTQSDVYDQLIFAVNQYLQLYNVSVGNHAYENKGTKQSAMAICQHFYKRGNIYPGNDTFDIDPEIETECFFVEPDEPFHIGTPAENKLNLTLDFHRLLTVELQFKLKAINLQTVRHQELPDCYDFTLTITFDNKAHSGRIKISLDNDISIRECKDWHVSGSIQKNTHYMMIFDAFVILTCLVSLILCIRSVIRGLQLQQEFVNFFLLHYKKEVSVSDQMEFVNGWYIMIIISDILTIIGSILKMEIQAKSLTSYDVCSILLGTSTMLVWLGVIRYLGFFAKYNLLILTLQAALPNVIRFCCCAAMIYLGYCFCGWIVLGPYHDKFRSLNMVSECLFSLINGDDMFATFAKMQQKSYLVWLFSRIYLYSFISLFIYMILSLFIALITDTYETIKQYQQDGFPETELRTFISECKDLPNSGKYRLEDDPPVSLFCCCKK
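Test system: TRPML3-YFP stable HEK293 cells. Doses: single point at 3 µM. Incubation: dye loading 1 h 37 °C then 30 min ambient, 125 s read. Signal: Fluo-8 calcium dye fluorescence, ex 470-495, em 515-575 nm. Measure: percent activation from peak-to-basal fluorescence ratio, scaled between DMSO and carbachol.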
PGE2 EP2 inh = human EP2 receptor antagonists, primary screen, TR-FRET cAMP, C6 glioma cells; C6 glioma cells expressing human EP2; cells stimulated with saturating PGE2; AID 1422, 2008; Prostaglandin E2 receptor EP2 subtype (Homo sapiens), P43116; inhibition, % at 25 µM; 260,000 compounds, 0.52% hits;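 active means percent inhibition above 40 after rounding to a whole number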;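 further: rat C6 glioma host cells with rolipram phosphodiesterase inhibitor present; the protocol text gives 20 µM as final concentration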
14-3-3 Bad PPI = inhibitors of 14-3-3 zeta/Bad binding, primary screen, biochemical, TR-FRET, bovine 14-3-3 zeta | 14-3-3 protein zeta/delta (Bos taurus), P63103 | TR-FRET 14-3-3zeta/Dy647-pBad peptide displacement, 1 h | inhibition, % at 21.7 µM | 220,000 compounds, 0.71% hits | AID 781, 2007;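 active means inhibition above about 70%, limit read from the data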;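 further: 0% = full 14-3-3 plus peptide FRET controls and 100% = background without 14-3-3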
PPC-1+TRAIL kill = compounds killing PPC-1 cancer cells with TRAIL present, primary screen, TRAIL potentiator project, ATPLite luminescence, uHTS. PPC-1 cells + TRAIL, ATPLite viability luminescence. cell killing (% activity), % at 4 µM. 220,000 compounds, 0.41% hits. AID 1443, 2008;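 active means cell killing above 50% in the first pass at 4 µM, then a duplicate retest at 5 µM averaging 50% or more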;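 further: plate controls were cells with TRAIL plus DMSO for no effect and medium-only wells lacking cells for full effect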
NPY-Y1 antag = NPY-Y1 receptor antagonists, primary screen, cell-based. Neuropeptide Y receptor type 1 (Homo sapiens), P25929. HEK293-CNG Y1 cells, membrane potential fluorescence; NPY at EC95, then isoproterenol. inhibition, % at 3.6 µM. 200,000 compounds, 1% hits;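 active means inhibition above the campaign mean inhibition of all tested compounds plus 3 SD, cut at about 20% in these data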;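 further: 0% = DMSO wells given NPY plus isoproterenol and 100% = isoproterenol alone without NPY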
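Test system – HEK293 Y1/CNG channel cell line · Also added – NPY agonist 25 nM, then isoproterenol 1 µM plus Ro 20-1724 25 µM · Compound dosing – one concentration, 3.6 µM, in 0.4% DMSO · Schedule – compound incubation 1 h at room temperature, readout 45 min post-stimulation · Technique – fluorescence, membrane potential probe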
An asterisk follows results filed as active; . = not tested or not shown; & = joins results of further samples; [ ] = dose if it differs, or a comment. These rows are one share of the data; count on the stated rates, not on these rows.

SMILES	NPY-Y1 PAM-ag	CHOP inhibitor	TRPN1 ag	EP2 mod	TRPML3 ag	PGE2 EP2 inh	14-3-3 Bad PPI	PPC-1+TRAIL kill	NPY-Y1 antag
CC1CCC/C(=C\Nc2ccccc2C(=O)O)C1=O (configuration not stated)	7	1	0.7	38	0.3	7	-2	2	1
CC(C)(C)NC(=O)C(c1ccc(OCC(N)=O)cc1)N(C(=O)c1cccnc1)C1CC1 (configuration not stated)	-7	-8	0.1	22	1.3	5	0	3	-2
C/C(=N/OCC(=O)Nc1ccc(C)cc1C)c1cccs1	0	40	-1.1	8	-0.8	22	8	-12[5 µM]	4
NC(=O)C1CCN(c2ccc(C(F)(F)F)cc2[N+](=O)[O-])CC1	-5	3	0.8	-10	0.8	12	-4	.	-1
CCOC(=O)c1c(NC(=O)C(C)S(=O)(=O)c2cn(CC)c3ccccc23)sc2c1CCCC2 (configuration not stated)	-2	6	-1.6	21	0.0	8	7[fluorescence artefact?]	2	1
Cc1ccc(CNC(=O)CN(CCc2ccccc2)S(C)(=O)=O)cc1	-5	-5	-0.5	9	0.3	6	-2	30	1
CCOC(=O)CSC(=S)NC(=O)c1ccc(OC)cc1	21	9	0.4	-11	0.5	16	9	9	2
COc1ccc(CNC(=O)c2cc(COc3c(F)cccc3F)on2)cc1OC	19	23	6.9	2	3.6	6	-2	10	4
CC(=O)Oc1ccc2c(=O)c(/C=N/c3cc(=O)[nH]c(=S)[nH]3)coc2c1	-15	9	0.0	4	0.3	16	0	8	.
CC(=O)c1c(-c2ccc(Cl)cc2)c2ccccc2[nH]c1=O	6	14	-0.6	47	-0.7	11	-4	11	1
Clc1ncnc2scc(-c3ccc(Br)cc3)c12	9	50	-2.3	22	-0.6	4	-6	19	12
O=C(O)c1ccc(-c2ccccc2)[nH]1	-45	4	1.0	14&-4	0.2	6&15	-24	-14	3
Cc1nc2ccccc2c(=O)n1/N=C/c1ccc(O)cc1	3	-2	0.4	23	1.4	11	-13	12	0
Cn1c(SCC(=O)Nc2cccc(F)c2)nnc1-c1cc2ccccc2o1	-18	74*	-2.3	19	0.6	9	67[fluorescence artefact?]	2	4
Cc1ccc(OCc2nc(-c3ccccn3)no2)cc1	-16	10	-0.7	18	0.3	6	-8[fluorescence artefact?]	10	3
C(=C\c1ccccc1)/CSc1nnc(-c2ccccn2)n1Cc1ccco1	-56	.	-1.2	12	-0.8	11	5	26	21*
O=C1C(NS(=O)(=O)c2ccc(Cl)cc2)=C(N2CCCCC2)C(=O)c2ccccc21	16	30	0.4	31	0.0	9	-1	5	-1
COc1ccc(CCNC(=O)Cn2nnc(-c3ccccc3F)n2)cc1OC	-20	-10	0.3	-11&-5	0.7	7&10	16	2	-4
C#CCOC(=O)C(NC(=O)c1ccccc1)=C1CCCCC1	-22	33	-0.6	30	-0.3	11	-4	-13	-1
CC(=O)c1c(NC(=O)C(C)C)nc(C)nc1-c1ccccc1	7	-20	1.0	8	0.2	11	13[fluorescence artefact?]	3	-4
CSc1ccc(NC(=O)NCCCN2CCN(c3ccccc3F)CC2)cc1	-7	20	2.6	-24	0.7	16	-4[fluorescence artefact?]	6	3
CCn1c(SCC(=O)NCCOC)nc2sc(C)c(C)c2c1=O	-9	35	-0.9	-33	-0.2	11	50[fluorescence artefact?]	21	2
O=C(NCCc1ccccc1)c1cc(-c2ccc3c(c2)OCO3)on1	-23	25	0.9	-17	0.2	5	6	-6	-2
COc1ccc(-c2ccc3c(n2)sc2c(=O)[nH]c(=O)[nH]c23)cc1OC	-14	-3	-0.9	-7	1.0	9	1	9	6
CCn1c(SC2CCOC2=O)nnc1-c1ccc(Cl)cc1 (configuration not stated)	24	2	0.8	22	0.6	1	-10	-4	-5
Cc1ccc(NC(=O)COc2ccc(C(=O)NCCc3ccccc3)cc2)cc1	4	.	1.8	.	-0.6	9	.	.	12
CCOC(=O)CNCCC(=O)c1ccc(Br)cc1	18	12	1.7	4	1.0	5	-3[fluorescence artefact?]	13	0
CCOC(=O)c1cnc2ccc(OCC)cc2c1N1CCN(C)CC1	-1	11	1.6	19	0.5	8	5	-1	5
O=C(O)CC1NC(=S)N(c2ccccc2)C1=O (configuration not stated)	4	20	0.4	31	0.2	6	5[fluorescence artefact?]	14	-2
CC1CCN(C(=S)c2cccc(O)c2)CC1	5	35	0.4	12	0.6	6	-22	10	-6
CNc1ccc(SC#N)cc1	1	17	-0.6	-2	-0.1	4	5	2	-8
COc1ccc(-c2nc(C=O)cs2)cc1	10	-1	0.7	18	0.2	7	-4	6	.
O=C(NC(=S)Nc1ccc(S(=O)(=O)Nc2nccs2)cc1)C1CC1	0	-6	0.6	-35	0.4	12	1	3	.
O=C(NNC(=O)c1csc(-c2cccnc2)n1)c1ccccc1	6	-15	0.7	-25	0.3	9	-4	10	.
Cc1cc(C(=O)N=Nc2c(O)n(C(C)C)c3ccccc23)n[nH]1	-12	24	-0.4	1	-0.3	7	-14[fluorescence artefact?]	27	0
CCc1nnc(NC(=O)CSc2nc3ccccc3c(=O)n2CCCOC)s1	7	23	-0.2	14	0.4	22	1	22	-4
COc1nc(Oc2ccc(C(=O)OCC(N)=O)cc2)nc(N(C)C)n1	-5	22	0.0	12	0.5	5	-5	12	2
CCN(CC)C(=O)NCc1c(C)cc(C)cc1C	2	21	1.4	-14	-0.1	6	-8	41	0
O=C(NC1CC1)C1=C[C@@H](c2c[nH]c3ccccc23)C[C@@H](OCCCCO)O1	.	2	.	-6	.	25	-5	19	.
Cc1cccc2cc3c(NC(=O)c4ccccn4)nn(C)c3nc12	-11	61	1.3	12	0.5	9	4[fluorescence artefact?]	-2	-6
C/C(=N/NC(=S)Nc1ccccc1)c1ccc2c(c1)OCO2	17	-67	-1.1	0	0.6	11	-11	16	4
C/C(=N\NC(=O)c1ccc(CN(C)S(=O)(=O)c2ccc(C)cc2)cc1)c1ccc(OC(F)F)cc1	12	24	0.2	5	0.1	2	-2	13	-1
COC(=O)c1sc(NC(=S)NC(=O)c2ccccc2C)nc1C	7	-3	0.0	-63	0.3	10	-8	2	0
CN(C)S(=O)(=O)c1cccc(NC(=O)c2n[nH]c(=O)c3ccccc23)c1	6	12	1.2	-45	1.1	11	-3	-3	-6
Cn1c(SCC(=O)NNC(=S)Nc2ccccc2)nnc1-c1ccccc1	0	-8	0.9	18	0.2	8	-4	-3	.
O=C(Cc1cc(=O)[nH][nH]1)N/N=C/c1cccc(Cl)c1Cl	-16&24	33&-11	1.2&0.0	13&7	-1.1&0.8	9&8	-19&-2	-3&11	1&2
Clc1ccc(-n2c(SCc3nc4ccccc4[nH]3)nnc2-c2ccncc2)cc1	-19	0	5.6	30	0.5	7	3	-26	3
COC(=O)c1sccc1NC(=S)N1CCN(c2ccccc2F)CC1	-7	13	0.5	21	0.2	11	-5[fluorescence artefact?]	-15	5
COC(=O)c1cc(-c2cccc(OC)c2)n[nH]1	24	24	1.0	-21	0.1	19	-8	-10	-1
NS(=O)(=O)c1ccc(NC(=S)NCc2ccccc2Cl)cc1	-3	13	1.1	-23	-0.2	2	-14	-1	0
O=C(NC(CC(=O)N1CCN(c2ccccc2)CC1)c1ccccc1)c1ccccc1Cl (configuration not stated)	-3	-9	-1.3	20	-0.2	2	-12	11	3
CCOC(=O)CNS(=O)(=O)c1ccc(C)cc1	0	16	0.6	8	0.9	5	1	18	6
O=C(c1ccco1)N1CCN=C1SCc1cccc(F)c1	10	46	1.4	45	-0.1	14	8	30	6
Cn1c(=O)c(=O)n(C)c2cc(S(=O)(=O)N3CCCC3C(=O)NCc3cccnc3)ccc21 (configuration not stated)	22	19	0.8	3	0.7	7	-3	5	.
N#Cc1ccc(C23CC4(C2)[C@H](CN(Cc2ccc(-c5ccccc5)cc2)[C@@H]4c2ccccc2)C3c2ccc(C(F)(F)F)cc2)cc1 (some centres not stated)	.	16	.	19	.	7	-5	-13	.
COC(=O)C1C2CCC(C2)C1C(=O)OCC(=O)c1ccc(C)cc1 (configuration not stated)	-1	-3	-0.2	6	0.8	5	-10	16	19
CCCC[n+]1ccn(-c2nc3ccccc3nc2[N-]S(=O)(=O)c2cccs2)c1	-6	-4	-0.7	5	-0.1	9	5	13	.
Nc1ccc(C(=O)OCC(=O)Nc2ccc3c(c2)OCO3)cc1[N+](=O)[O-]	-21	-6	-0.5	-41	-0.3	10	11	16	2
O=Cc1ccc(-c2ccc(C(=O)O)cc2)o1	7	-15	0.1	1	0.7	13	4	14	.
O=C(O)Cn1c(-c2ccccc2)nc2ccccc21	8	14	-0.6	0	0.1	21	53	-15	3

Two compounds from above with just PPC-1+TRAIL kill:
Compound,PPC-1+TRAIL kill
CCOC(=O)c1cnc2ccc(OCC)cc2c1N1CCN(C)CC1,-1
O=C(NNC(=O)c1csc(-c2cccnc2)n1)c1ccccc1,10

Later entries.
SMILES	NPY-Y1 PAM-ag	CHOP inhibitor	TRPN1 ag	EP2 mod	TRPML3 ag	PGE2 EP2 inh	14-3-3 Bad PPI	PPC-1+TRAIL kill	NPY-Y1 antag
CCC(C)(C)NC(=O)CN(C(=O)CCC(=O)Nc1ccccn1)c1ccc(F)c(Cl)c1	5	9	-0.2	23	-0.1	10	-16[fluorescence artefact?]	2	3
CCN1C(=O)c2cccc3c(NC(=O)C4CCCCC4)ccc1c23	9	-22	-0.3	-3	-0.5	.	7	20	3
CS(=O)(=O)N1CCC(C(=O)N2CCN(c3ccc(F)cc3)CC2)CC1	6	0	3.5	-8&-7	1.1	18&3	0	.	6
CCCCOc1ccc(NC(=O)c2cnc(C)cn2)cc1	-11	11	0.5	23	0.2	14	10	1	1
O=C(NCCCCc1ccccc1)C1CC(c2cccc(F)c2)=NO1 (configuration not stated)	.	16	.	-16	.	9	-5	-1	.
CC1CN(S(=O)(=O)c2cccc3nsnc23)CC(C)O1 (configuration not stated)	0	2	-0.3	-1	0.6	6	0	21	-3

Screening results deposited in PubChem by several laboratories.
